LMNA splice mod – qHTS Assay for Modulators of Lamin A Splicing; HeLa LMNA splicing GFP/RFP minigene ratio, 48 h; Potency, µM (highest dose often 46.1 µM), without a hit: top-dose ratio change, negative = inhibition, usual class: inhibitors; 200,000 compounds, 0.01% hits; AID 1487, 2009; active means well fitted inhibition curve with a large enough effect in the signal ratio, with a control signal flat, not every such curve was filed as active; inconclusive means small, poorly fitted or top-dose-only effect, or effect the other way, or a change in a side signal; the % refers to the signal ratio; further: potency means the concentration at half of the fitted maximal effect; on the % scale 0 is the no-effect control and ±100 the full control effect
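S3 HeLa cells stably expressing lamin A-EGFP splicing minigene plus DsRed2, 600 cells/well, 48 h compound exposure at 37C. Laser-scanning cytometry; analysed as GFP (500-530 nm)/RFP (575-640 nm) total intensity ratio; 0.5% DMSO vehicle.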
Luc counter – Counterscreen for Luciferase (Kinase-Glo TM) Inhibition; Potency, µM (highest dose often 38.3 µM), inactives show at the highest dose activity change, negative = inhibition, hits mostly inhibitors; 200,000 compounds, 0.28% hits; Kinase-Glo luciferase, ATP luminescence, 8 min; Luciferin 4-monooxygenase (Photuris pensylvanica), Q27757; AID 1379, 2008; further: potency means the concentration at half of the fitted maximal effect; on the % scale 0 is the no-effect control and ±100 the full control effect; nearly all actives have a fitted effect of over 60% in size
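Substrate mix (final 50 mM imidazole pH 7.2, 50 mM KCl, 7 mM MgCl2, 10 uM ATP, 0.01% Tween 20, 0.05% BSA) plus pin-tool compound, then Kinase-Glo detection mix; 8 min ambient, luminescence read.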
Epigenetic derep – Quantitative High-Throughput Screen for Regulators of Epigenetic Control; murine LDR cells, GFP reporter derepression, 30 h; Potency, µM (top dose mostly 53.9 µM), for inactives: top-dose GFP activation, actives largely listed as activators; 280,000 compounds, 0.2% hits; AID 1865, 2009; further: potency means the concentration at half of the fitted maximal effect; % of control where 0% means no effect; nearly all actives have a fitted effect of over 60% in size
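Readout is the number of GFP-expressing murine LDR cells, counted by cytometry following washing. Cells were treated with compound for 30 h at 37 C; the stably integrated CMV-GFP locus is normally silent.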
NPSR antagonist – qHTS Assay for Antagonists of the Neuropeptide S Receptor: cAMP Signal Transduction; Q6W5P4; CHO-NPSR cells, cAMP TR-FRET, antagonist mode; Potency, µM (top dose mostly 38.3 µM), without a hit: at the highest dose activity change, negative = inhibition, actives largely listed as inhibitors; 220,000 compounds, 1% hits; AID 1461, 2008; further: potency means the concentration at half of the fitted maximal effect; on the % scale 0 is the no-effect control and ±100 the full control effect; nearly all actives have a fitted effect of over 50% in size; many of its hits are not listed in these tables
Target sequence (Q6W5P4 whole entry, looked up): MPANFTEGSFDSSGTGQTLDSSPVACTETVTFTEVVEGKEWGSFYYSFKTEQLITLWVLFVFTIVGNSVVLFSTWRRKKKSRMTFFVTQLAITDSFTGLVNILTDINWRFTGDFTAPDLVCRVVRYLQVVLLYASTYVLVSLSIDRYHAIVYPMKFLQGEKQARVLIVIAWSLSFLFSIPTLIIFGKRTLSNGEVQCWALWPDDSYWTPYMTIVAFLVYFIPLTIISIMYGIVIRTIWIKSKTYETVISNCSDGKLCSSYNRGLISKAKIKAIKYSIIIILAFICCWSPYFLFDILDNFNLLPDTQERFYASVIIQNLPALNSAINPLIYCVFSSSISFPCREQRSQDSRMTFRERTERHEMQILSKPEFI
GLA spleen mod – qHTS Assay for Inhibitors and Activators of Human alpha-Galactosidase From Spleen Homogenate; Potency, µM (series often up to 80 µM), without a hit: at the top dose activity change, negative = inhibition, hits mostly inhibitors; 240,000 compounds, 0.008% hits; human spleen homogenate, 4MU-alpha-Gal fluorescence, 40 min;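 further: potency means the concentration at half of the fitted maximal effect; 0% = enzyme with vehicle and -100% = no enzyme basal signal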
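qHTS titration in buffer at pH 5.0. Alpha-galactosidase activity in spleen homogenate was measured via 4-methylumbelliferone release from 1 mM fluorogenic substrate after 40 min at 37C and a pH 10 stop. AC50 came from Hill fits of control-normalized data.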
CBFb-RUNX1 inh – qHTS Assay for Compounds Blocking the Interaction Between CBF-beta and RUNX1 for the Treatment of Acute Myeloid Leukemia | Runt-related transcription factor 1 (Homo sapiens) + Core-binding factor subunit beta … | AlphaScreen CBFb-His/RUNX1-biotin binding, biochemical | Potency, µM (series often up to 59.8 µM), for the others: at the top dose activity, negative = inhibition, most hits filed as inhibitors | 230,000 tested, under 10 active | AID 1477, 2009; further: % of control where 0% means no effect
Target sequence (Q01196 whole entry, looked up): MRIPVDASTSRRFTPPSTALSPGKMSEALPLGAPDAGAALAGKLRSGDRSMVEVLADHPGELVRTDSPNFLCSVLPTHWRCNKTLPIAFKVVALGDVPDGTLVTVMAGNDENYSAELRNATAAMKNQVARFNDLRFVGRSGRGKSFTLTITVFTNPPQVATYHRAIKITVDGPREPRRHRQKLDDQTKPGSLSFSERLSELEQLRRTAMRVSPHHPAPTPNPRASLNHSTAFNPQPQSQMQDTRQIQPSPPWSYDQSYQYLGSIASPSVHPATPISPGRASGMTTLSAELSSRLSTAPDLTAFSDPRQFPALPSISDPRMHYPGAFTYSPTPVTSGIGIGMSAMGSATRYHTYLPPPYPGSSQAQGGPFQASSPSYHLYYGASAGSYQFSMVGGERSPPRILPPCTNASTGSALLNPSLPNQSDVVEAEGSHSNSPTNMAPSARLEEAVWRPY
Target sequence (Q13951 whole entry, looked up): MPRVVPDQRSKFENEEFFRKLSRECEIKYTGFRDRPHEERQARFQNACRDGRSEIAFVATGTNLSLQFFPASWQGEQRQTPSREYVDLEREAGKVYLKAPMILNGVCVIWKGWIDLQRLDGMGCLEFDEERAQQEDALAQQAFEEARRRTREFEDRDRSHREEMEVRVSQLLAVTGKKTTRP
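Read-out: AlphaScreen. Format: His-CBF-beta with biotinylated RUNX1 (30 nM each) preincubated 20 min, compound 15 min, Ni-chelate plus streptavidin beads 90 min; room temperature throughout.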
IMPase Li inh – qHTS Assay for Identifying the Cell-Membrane Permeable IMPase Inhibitors: Potentiation with Lithium; CHO-M1 cells, IP1 TR-FRET (IP-One), carbachol + lithium; Potency, µM (top dose mostly 59.4 µM), for inactives: at the top dose activity, negative = IMPase inhibition, actives largely listed as inhibitors; 210,000 compounds, 0.35% hits;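 further: IP1 builds up when IMPase is blocked and the TR-FRET signal falls; potency means the concentration at half of the fitted maximal effect; plate controls were basal vehicle for no effect and high inhibitor control for full effect; nearly all actives have a fitted effect of over 50% in size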
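IP1 accumulation measured by competitive TR-FRET in lysed CHO-M1 cells after 30 min compound exposure at 37C, with a small lithium addition to potentiate weak responses. Hill-equation AC50 from ratio and donor-channel data.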
* marks the source's active call; other numbers are inactive results; u = inconclusive; x = not tested or not shown; [ ] = dose if it differs, or a comment. Unless noted, the call rests on the fitted dose curve; in most records, active means well fitted curve in the direction sought with a large enough effect; inconclusive means small, poorly fitted or top-dose-only effect, or another doubt; inactive means no such curve, though single readings can be large; an effect the other way counts as inactive or inconclusive. An excerpt; rates above refer to the full screens.

entry | molecule | LMNA splice mod | Luc counter | Epigenetic derep | NPSR antagonist | GLA spleen mod | CBFb-RUNX1 inh | IMPase Li inh
1 | O=C1C2Cc3c([nH]c4ccccc34)C(c3ccccc3)N2C(=O)C2Cc3c([nH]c4ccccc34)C(c3ccccc3)N12 (configuration not stated) | x | x | 5.7%[10.1 µM] | x | -4%[17.5 µM] | -6%[13.1 µM] | x
2 | CCc1c(C)[nH]n(-c2nc(-c3cccc([N+](=O)[O-])c3)cs2)c1=O | u | 2% | u | -11% | -1% | 3% | 19%
3 | COc1cccc(-n2c(SCC(=O)NC3CCCCC3)nc3n[nH]c(C)c3c2=N)c1 | -15% | -4% | 1.0% | -23%[46.1 µM] | -7% | -1% | 14%[38.3 µM]
4 | COc1cccc(/C=N/NC(=O)CN(C2=NS(=O)(=O)c3ccccc32)c2ccccc2)c1 | u | -3% | -1.9% | 1% | -2% | -21% | 2%
5 | CC1Cc2ccccc2N1C1=CC(=O)CCC1 (configuration not stated) | x | -1% | -4.9% | 9% | -2% | 7% | 3%
6 | Cc1c(NC(=O)c2cc3ccccc3o2)c(=O)n(-c2ccccc2)n1C | 9% | -1% | 1.7% | -8%[46.1 µM] | -10% | 12% | 9%[38.3 µM]
7 | CC(=O)Nc1ccc(S(=O)(=O)NCC(CCC(=O)O)C(F)(F)F)cc1 (configuration not stated) | 11%[9.22 µM] | 5% | 1.3% | 10% | 2% | 9% | -10%
8 | CC(=O)Nc1c([N+](=O)[O-])cc(C)c(Cl)c1[N+](=O)[O-] | u | -1% | -1.4% | 12% | -1% | -12% | -5%
9 | CC1CN(Cc2ccccc2)C(C)CC1O (configuration not stated) | -1%[46 µM] | -5% | -3.3% | -8% | 5% | 3% | 5%
10 | COc1ccc(/C=C(/NC(=O)c2cccs2)C(=O)Nc2ccc(C)cc2)cc1OC | 1% | 12% | 0.2% | -6% | 4% | 2% | -2%
11 | CC1CCc2c(sc(NC(=O)CSc3nc4c(c(C(F)(F)F)n3)CCc3ccccc3-4)c2C(N)=O)C1 (configuration not stated) | u | 1% | 0.0% | 19% | -2% | 3% | 3%
12 | Cc1csc(Sc2ccc(S(=O)(=O)N3CCCC3)cn2)n1 | -2%[46 µM] | 0% | -2.7% | -2% | -1% | 8% | 7%

Grouped by structure: the compounds so far with four or more nitrogen atoms.
entry | molecule | LMNA splice mod | Luc counter | Epigenetic derep | NPSR antagonist | GLA spleen mod | CBFb-RUNX1 inh | IMPase Li inh
1 | O=C1C2Cc3c([nH]c4ccccc34)C(c3ccccc3)N2C(=O)C2Cc3c([nH]c4ccccc34)C(c3ccccc3)N12 (configuration not stated) | x | x | 5.7%[10.1 µM] | x | -4%[17.5 µM] | -6%[13.1 µM] | x
2 | CCc1c(C)[nH]n(-c2nc(-c3cccc([N+](=O)[O-])c3)cs2)c1=O | u | 2% | u | -11% | -1% | 3% | 19%
3 | COc1cccc(-n2c(SCC(=O)NC3CCCCC3)nc3n[nH]c(C)c3c2=N)c1 | -15% | -4% | 1.0% | -23%[46.1 µM] | -7% | -1% | 14%[38.3 µM]
4 | COc1cccc(/C=N/NC(=O)CN(C2=NS(=O)(=O)c3ccccc32)c2ccccc2)c1 | u | -3% | -1.9% | 1% | -2% | -21% | 2%
11 | CC1CCc2c(sc(NC(=O)CSc3nc4c(c(C(F)(F)F)n3)CCc3ccccc3-4)c2C(N)=O)C1 (configuration not stated) | u | 1% | 0.0% | 19% | -2% | 3% | 3%

The list continues.
entry | molecule | LMNA splice mod | Luc counter | Epigenetic derep | NPSR antagonist | GLA spleen mod | CBFb-RUNX1 inh | IMPase Li inh
13 | COc1cc(C2CC(=O)N3CN(c4ccccc4C)CSC3=C2C#N)cc(OC)c1OC (configuration not stated) | 1% | -1% | 2.0% | -10%[46.1 µM] | -7% | -1% | -27%[38.3 µM]
14 | Cc1nnc(SCCCN2C(=O)c3ccccc3C2=O)o1 | -4% | 2% | 7.1% | -1%[46.1 µM] | 18% | 8% | 28%[38.3 µM]
15 | COc1ccc(-c2nc(CSCC(=O)NCc3ccc4c(c3)OCO4)c(C)o2)cc1 | -22% | 17% | 1.7% | -8%[46.1 µM] | -4% | -13% | 13%[38.3 µM]
16 | Cc1ccc(N(CC(=O)N/N=C/c2ccc(OC3CSC3)cc2)S(=O)(=O)c2ccccc2)c(C)c1 | -4% | 3% | 2.1% | -14%[46.1 µM] | 7% | -3% | -3%
17 | COc1ccc(NC(=S)NNC(=O)CCn2cc([N+](=O)[O-])cn2)cc1 | u | 1% | -1.3% | 4% | 2% | 1% | 5%
18 | O=C(NC(=O)c1ccccc1)Nc1ccc(-c2cnco2)cc1 | x | x | 2.0% | -15% | -20% | 4% | x
19 | CCCCN(CCCC)C(=S)N/N=C/c1c(C)[nH]n(-c2ccccc2)c1=O | u | 1% | 1.1% | 8%[46.1 µM] | 4% | -10% | 13%[38.3 µM]
20 | Cc1c(-c2ccccc2)nc(N)c(C#N)c1-c1cccs1 | -1% | 1% | -1.5% | -22%[46.1 µM] | 2% | 2% | 5%[38.3 µM]
21 | CCC(C)n1[nH]c(=O)c2c(C)cc(C)nc21 (configuration not stated) | -11% | -2% | -3.2% | -24%[46.1 µM] | -1% | 5% | 27%[38.3 µM]
22 | O=c1[nH]c(-c2ccc(Cl)cc2)nc(=S)[nH]1 | x | x | 0.0% | 3% | 4% | 9% | x
23 | C/C(=N/N=C(/N)SCc1ccccc1)C(C)(C)C | 1%[46 µM] | 0% | -1.9% | 12% | 6% | -2% | 2%
24 | NC(=O)C1CCCN(Cc2ccc(Cl)cc2)C1 (configuration not stated) | 2% | -3% | 0.0% | -2%[46.1 µM] | -7% | 4% | 33%[38.3 µM]

Screen by screen, from the results shown:
Nos. 13–23 in Luc counter, in turn: -1%, 2%, 17%, 3%, 1%, x, 1%, 1%, -2%, x, 0%
Nos. 13–23 in Epigenetic derep, in turn: 2.0%, 7.1%, 1.7%, 2.1%, -1.3%, 2.0%, 1.1%, -1.5%, -3.2%, 0.0%, -1.9%

Remaining list, next part:
entry | molecule | LMNA splice mod | Luc counter | Epigenetic derep | NPSR antagonist | GLA spleen mod | CBFb-RUNX1 inh | IMPase Li inh
25 | C/C(Cc1ccccc1)=N\NC(=O)CNC(=O)/C=C\c1ccccc1 | x | x | -2.5% | 46% | 1% | 2% | x
26 | CCCSCCCNC(=O)Cn1cc2c(n1)CCCCC2 | -11% | 0% | -1.0% | 3% | 3% | -5% | 4%
27 | Cc1ccc(C)c(Cn2c(CO)nc3ccccc32)c1 | 13% | -3% | 0.9% | -6%[46.1 µM] | 2% | 6% | 28%[38.3 µM]
28 | COc1cccc(Cn2c(=O)c(-c3cccc(F)c3)nc3cncnc32)c1 | x | -3% | x | x | -19% | x | 3%
29 | CC1=CS/C(=C(/C#N)C(=O)N2CCOCC2)N1c1ccccc1 | 8% | 0% | 4.3% | 5%[46.1 µM] | -7% | -2% | 5%[38.3 µM]
30 | COc1ccc2oc(-c3ccccc3)c(C(=O)N3CCOCC3)c2c1 | 7% | -1% | -4.5% | -7%[46.1 µM] | 2% | 3% | -13%[38.3 µM]
31 | COc1ccc(C)cc1S(=O)(=O)N1CCC(C(=O)N2CCOCC2)CC1 | -1% | -2% | 0.0% | -9%[46.1 µM] | -6% | 4% | 29%[38.3 µM]
32 | Cc1ccc2c(c1)C(O)(CC(=O)c1ccc3c(c1)OCO3)C(=O)N2 (configuration not stated) | -11% | 5% | 0.9% | -9%[46.1 µM] | -2% | 0% | -2%
33 | Cc1onc(-c2ccccc2Cl)c1C(=O)Nc1nnc(C(C)C)s1 | -2% | -2% | 0.0% | -14%[46.1 µM] | 0% | 5% | 24%[38.3 µM]
34 | Cc1ccc(OCCSc2ncnc3nc[nH]c23)cc1 | u | -1% | -0.7% | -11%[46.1 µM] | 4% | 5% | 17%[38.3 µM]
35 | COc1ccccc1-n1c(CNc2c(C)cccc2C)nnc1SCC(=O)N1CCOCC1 | -5% | -1% | -1.0% | -4%[46.1 µM] | -1% | 3% | 12%[38.3 µM]
36 | C(=C/c1nccc2c1[nH]c1ccccc12)/c1ccc2c(c1)OCO2 | u | -14% | u | -46% | u | u | u
37 | Cc1occc1-c1nnc(SCC(=O)NCc2cccs2)n1CC1CCCO1 (configuration not stated) | -8% | 2% | -1.9% | -9%[46.1 µM] | -3% | 8% | -1%
38 | CCc1ccc(NC(=S)Nn2cnnc2)cc1 | 6%[9.22 µM] | 4% | 0.2% | 2% | 2% | 6% | 1%
39 | Cn1nnc2cc(C(=O)NC3CC3)ccc21 | 8% | 1% | 0.8% | -5%[46.1 µM] | 10% | 6% | -12%[38.3 µM]
40 | CC(=O)Nc1ccc(S(=O)(=O)Nc2nc3ccc([N+](=O)[O-])cc3s2)cc1 | x | 0% | -2.6% | 11% | 1% | -4% | 0%
41 | O=C(Nc1ccccn1)c1cccnc1 | 1% | -18% | -1.0% | -6%[46.1 µM] | -1% | 1% | 17%[38.3 µM]
42 | Cc1ccc(Cn2c(SCC(=O)N/N=C/c3ccc(C)o3)nc3ccccc32)cc1 | -10% | -2% | -1.0% | -13%[46.1 µM] | 10% | -5% | 28%[38.3 µM]
43 | O=C(CN(CC1CCCO1)C(=O)CCC(=O)Nc1nccs1)NCC1CCCO1 (configuration not stated) | u | -4% | -0.9% | u | 0% | 3% | 4%[38.3 µM]
44 | CCCOc1cc(CN2CCCCC2)cc(C(C)=O)c1 | -3% | -1% | -0.7% | -1%[46.1 µM] | -21% | 6% | -11%[38.3 µM]
45 | COc1ccc(C(=O)NC(=S)Nc2ccc3c(c2)Cc2ccccc2-3)cc1 | 17% | 4% | 0.0% | u | 1% | -4% | u
46 | COc1ccc(C2=NCCc3cc(OC)c(OC)cc32)cc1 | u | 6% | -3.2% | 29% | 4% | -3% | -1%
47 | CCOC(=O)N1CCN(C(=O)CSc2ccc(-c3cccnc3)nn2)CC1 | x | -2% | -0.1% | 12% | -2% | -2% | 10%
48 | NC(=O)[C@@H]1CCCCNc2c(F)cc([N+](=O)[O-])cc2C(=O)N[C@@H](CC(=O)O)C(=O)N[C@@H](CCC(=O)O)C(=O)N1 | 7% | 3% | 1.7% | 5% | -5% | -4%[2.36 µM] | 6%

Bioassay records from PubChem.
